TRHR PAM = qHTS for Small Molecule Agonists and Allosteric Enhancers of Human TRH Receptor: Primary Screen for Enhancers | Thyrotropin-releasing hormone receptor (Homo sapiens), P34981 | TRHR cells, fluo-8 calcium fluorescence, EC20 TRH enhancement | enhancement, % at 2 µM | actives 0.66% (n = 360,000) | AID 493056, 2011; in the data active = enhancement above about 30%; also: 0% is about no effect
Target sequence (P34981 whole entry, looked up): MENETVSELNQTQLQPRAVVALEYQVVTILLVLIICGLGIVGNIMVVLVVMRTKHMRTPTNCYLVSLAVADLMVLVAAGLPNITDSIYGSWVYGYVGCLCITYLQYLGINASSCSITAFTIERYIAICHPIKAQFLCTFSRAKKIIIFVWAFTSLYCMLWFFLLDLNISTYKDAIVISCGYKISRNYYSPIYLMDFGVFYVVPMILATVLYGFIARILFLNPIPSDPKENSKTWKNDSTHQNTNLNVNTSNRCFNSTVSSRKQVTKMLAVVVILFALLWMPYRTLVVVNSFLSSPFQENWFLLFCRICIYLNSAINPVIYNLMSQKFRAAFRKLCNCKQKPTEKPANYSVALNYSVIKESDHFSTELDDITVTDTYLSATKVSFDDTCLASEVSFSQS
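Enhancer read-out: after compound pinning and an initial kinetic agonist-mode read, an EC20 of TRH (10 nM final) was injected and fluo-8 calcium signal (Ex 480/Em 530) followed at 1 s/cycle for 100 cycles in TRHR-expressing cells.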
D2 ag = HTS Assay for Allosteric Agonists of the Human D2 Dopamine Receptor: Primary Screen for Agonists; activation, % at 2 µM; D(2) dopamine receptor (Homo sapiens), P14416; HEK293 T-REx D2 cells, calcium flux agonist mode; actives 0.53% (n = 340,000);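 active = activation over 3 SD above normal in the single-dose calcium agonist read, cut at about 30% in these data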; also: 0% is about no effect
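In this primary screen, compounds producing a positive calcium signal within 180 s of addition to tetracycline-induced, force-coupled HEK293 Trex D2 cells are flagged; cells are dye-loaded with a no-wash calcium kit beforehand.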
TrxR1 inh = qHTS Assay for Inhibitors of Mammalian Selenoprotein Thioredoxin Reductase 1 (TrxR1): qHTS; actives 1% (n = 390,000); recombinant rTrxR1, NADPH fluorescence consumption, selenite substrate; Potency, µM (top dose mostly 114 µM), without a hit: top-dose activity change, negative = inhibition, most hits filed as inhibitors; also: potency is read from the fitted curve at half-maximal effect; % is scaled to controls: 0 for no effect and ±100 for the full control effect; nearly all actives have a fitted effect of over 65% in size
Target sequence (O89049 whole entry, looked up): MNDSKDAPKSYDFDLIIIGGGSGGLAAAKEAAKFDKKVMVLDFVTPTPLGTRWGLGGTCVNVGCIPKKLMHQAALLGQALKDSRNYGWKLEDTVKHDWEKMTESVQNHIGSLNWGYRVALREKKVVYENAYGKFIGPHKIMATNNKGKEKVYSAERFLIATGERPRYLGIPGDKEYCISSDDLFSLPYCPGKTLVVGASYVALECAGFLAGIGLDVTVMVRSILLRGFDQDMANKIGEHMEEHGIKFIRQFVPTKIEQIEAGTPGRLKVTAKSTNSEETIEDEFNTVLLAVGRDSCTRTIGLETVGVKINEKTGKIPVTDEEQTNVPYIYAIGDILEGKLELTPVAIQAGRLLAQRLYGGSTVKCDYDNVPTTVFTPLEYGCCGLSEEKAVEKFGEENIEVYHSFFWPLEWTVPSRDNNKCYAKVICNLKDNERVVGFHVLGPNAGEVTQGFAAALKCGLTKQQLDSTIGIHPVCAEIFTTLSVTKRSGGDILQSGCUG
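Rat TrxR1 (90 nM in the dispensed reagent) was pre-reduced with 400 uM NADPH for 5 min at room temperature, then incubated with compound for 15 min. After 400 uM selenite was added, NADPH fluorescence (Ex 340/Em 450 nm) was followed for 8 min.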
D2 antag = HTS Assay for Allosteric Antagonists of the Human D2 Dopamine Receptor: Primary Screen for Antagonists. D(2) dopamine receptor (Homo sapiens), P14416. HEK293 TREx D2 cells, calcium flux, dopamine EC80. inhibition, % at 10 µM. actives 2% (n = 340,000). AID 485344, 2010; in the data active = inhibition above about 30%; also: 0% is about no effect
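Overnight-induced (tetracycline, 30 C) HEK293 T-REx cells carrying force-coupled D2 receive a no-wash calcium dye, then compound, then EC80 dopamine at 180 s; signals are read kinetically throughout.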
TrxR1 substrate = qHTS Assay for Substrates of Mammalian Selenoprotein Thioredoxin Reductase 1 (TrxR1): qHTS | purified TrxR1 substrate turnover, NADPH consumption readout | Potency, µM (top dose mostly 114 µM), inactives show at the highest dose activity change, negative = substrate turnover | actives 0.01% (n = 390,000) | AID 588456, 2011; also: potency is read from the fitted curve at half-maximal effect; % is scaled to controls: 0 for no effect and ±100 for the full control effect; nearly all actives have a fitted effect of over 50% in size
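Rat TrxR1, dispensed at 90 nM, was prereduced with 400 uM NADPH (final) for 5 min at ~22 deg C, then incubated with compound 15 min before 400 uM selenite. A first-read NADPH fluorescence drop versus no-compound background flagged substrates.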
Pin1 inh = qHTS Assay to Find Inhibitors of Pin1. Peptidyl-prolyl cis-trans isomerase NIMA-interacting 1 (Homo sapiens), Q13526. Pin1 FP peptide displacement, HiFluor488, 10 min. Potency, µM (highest dose often 115 µM), for the others: at the highest dose activity, negative = inhibition, most hits filed as inhibitors. actives 0.009% (n = 390,000); active = well fitted inhibition curve with a large enough effect in the polarisation, with a control signal flat, not every such curve was filed as active; inconclusive = small, poorly fitted or top-dose-only effect, or effect the other way, or a change in a side signal; inactive = no such curve, though single readings can be large or run the other way; the % refers to the polarisation; also: potency is read from the fitted curve at half-maximal effect; % is scaled to controls: 0 for no effect and ±100 for the full control effect
Target sequence (Q13526 whole entry, looked up): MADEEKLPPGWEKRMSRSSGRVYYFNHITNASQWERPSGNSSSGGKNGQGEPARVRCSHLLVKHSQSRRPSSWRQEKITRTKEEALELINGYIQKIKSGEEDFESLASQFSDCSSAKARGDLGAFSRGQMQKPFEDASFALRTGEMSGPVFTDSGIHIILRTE
USP1-UAF1 inh = Inhibitors of USP1/UAF1: Primary Screen. Ubiquitin carboxyl-terminal hydrolase 1 (Homo sapiens), O94782. recombinant USP1/UAF1, Ub-Rhodamine cleavage fluorescence. Potency, µM (highest dose often 57.1 µM), for inactives: top-dose activity change, negative = inhibition, most hits filed as inhibitors. actives 0.23% (n = 390,000); also: potency is read from the fitted curve at half-maximal effect; % is scaled to controls: 0 for no effect and ±100 for the full control effect; nearly all actives have a fitted effect of over 60% in size; inactives centre near -12
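High-throughput fluorogenic screen: 1nM USP1/UAF1 complex, Ub-Rho substrate 150nM final, 50mM HEPES pH 7.8 with 0.5mM EDTA, 0.1 mg/ml BSA, 1mM TCEP and 0.01% Tween-20.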
TRHR agonist = qHTS for Small Molecule Agonists and Allosteric Enhancers of Human TRH Receptor: Primary Screen for Agonists. Thyrotropin-releasing hormone receptor (Homo sapiens), P34981. TRHR cells, calcium flux fluo-8, FDSS agonist mode. activation, % at 2 µM. actives 0.18% (n = 360,000); in the data active = activation above about 30%; also: 0% is about no effect
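TRHR-expressing cells, plated overnight in medium with 10% serum, were loaded with fluo-8 calcium dye at room temperature. After a 10 s baseline, library compound was pin-added and calcium release was recorded kinetically (ex 480/em 530) as agonist response.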
mIDH1 inhibitor = qHTS for Inhibitors of mutant isocitrate dehydrogenase 1 (IDH1): qHTS | IDH1-R132H enzyme, NADPH consumption, diaphorase/resazurin fluorescence | Potency, µM (highest dose often 76.6 µM), inactives show at the top dose activity change, negative = inhibition, usual class: inhibitors | Isocitrate dehydrogenase [NADP] cytoplasmic (Homo sapiens), O75874 | actives 0.093% (n = 390,000) | AID 602179, 2012; also: potency is read from the fitted curve at half-maximal effect; % is scaled to controls: 0 for no effect and ±100 for the full control effect; nearly all actives have a fitted effect of over 65% in size
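IDH1-R132H (0.5 ug/mL dispensed) in pH 7.5 Tris buffer was preincubated 30 min with compound, then given a substrate mix of 0.016 mM NADPH and 2 mM alpha-KG for 80 min at room temperature; remaining NADPH was read by diaphorase/resazurin fluorescence.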
Active calls of the source: *; ? = inconclusive; . = not tested or not shown; & = joins results of further samples; [ ] = remark or other dose. Unless noted, calls follow the shape of the dose curve; as a rule, active = well fitted inhibition curve with a large enough effect; inconclusive = small, poorly fitted or top-dose-only effect; inactive = no such curve, though single readings can be large or run the other way. The list is partial; count on the stated rates, not on these rows.

compound | TrxR1 substrate | USP1-UAF1 inh | TRHR agonist | TrxR1 inh | TRHR PAM | D2 ag | Pin1 inh | D2 antag | mIDH1 inhibitor
Cc1ccc(NC(=O)c2cc([N+](=O)[O-])ccc2NCc2cccnc2)cc1Cl | -2% | -5% | -0.5 | 14% | -7 | . | 1% | . | 2%
COc1ccccc1CN1C[C@@H]2C[C@@H](c3[nH]c4ccc(C)cc4c3C)N3CCC[C@@]23C1=O | 7% | -23% | -0.1 | 1% | 3 | -0.3 | 30% | -21 | 7%
Cc1ccc(-c2c3c(=O)n(C)c(=O)n(C)c3c3c(-c4cccc(C)c4)nc4ccccc4n23)cc1 | -2% | -12% | 0.1 | 23% | 16 | -0.9 | -2% | . | 16%
CN(C)c1ccc(/C=N/NC(=O)c2ccnn2C)cc1 | -7% | -4% | 0.2 | -6% | -3 | 0.2 | -3% | 14 | 1%
COc1ccc2[nH]cc(C(=O)CN3CCN(C4CCCCC4)CC3)c2c1 | -2% | -3% | -0.1 | -4% | 0 | -1.0 | 1% | -5 | -4%
O=[N+]([O-])c1cc(C(F)(F)F)cc([N+](=O)[O-])c1NCCCNc1ccc([N+](=O)[O-])c2cccnc12 | -17% | -3% | 1.0 | -15% | -2 | 0.5 | 2% | -2 | -7%
CCOC(=O)c1c(/N=C/c2ccc(C)cc2O)sc2c1CCC2 | 7%[11.4 µM] | -3% | -0.5 | 2% | -3 | -1.5 | ? | -21 | -3%
Cc1ccc(S(=O)(=O)N(CC(=O)NCc2ccco2)c2ccccc2C)cc1 | 2%[57.1 µM] | -6% | 0.2 | -5%[57.1 µM] | -7 | -0.7 | 4% | -1 | -6%
CC(=O)N1CCCc2cc(S(=O)(=O)NCc3ccccc3Cl)ccc21 | 6%[57.1 µM] | 2% | -0.4 | 11%[57.1 µM] | -2 | -0.9 | -4% | . | 0%
CCOc1ccc(NS(=O)(=O)c2ccc3c(c2)CCN3C(=O)CCC(=O)O)cc1 | 3% | -16% | 0.5 | 11% | -2 | -0.4 | 2% | 13 | 6%
Cc1ccc(NC(=O)NCCOCCn2c(=O)oc3ccccc32)cc1C | -3% | -9% | -1.5 | 24% | 3 | -1.0 | -2% | . | -13%
CC(C)CNc1nc(Oc2ccc(=O)n(-c3ccccc3)n2)nc(N2CCOCC2)n1 | 7%[57.1 µM] | -7% | -0.7 | 16%[57.1 µM] | -7 | 0.1 | 1% | 7 | 3%
COc1ccc(-c2cc(C)no2)cc1S(=O)(=O)N1CC(=O)Nc2ccccc21 | 1% | -21% | 5.5 | 8% | 1 | 1.9 | 53%[activator] | -4 | 5%
Cc1ccc2nc(-c3cccnc3)c(Nc3ccc(C(C)C)cc3)n2c1 | 10% | -10% | -0.6 | 20% | -2 | . | 41% | . | 7%
CCOC(=O)C(C)c1nn(C)c(=O)c2ccccc12 (stereo not given) | 3% | -16% | -0.1 | 6% | 0 | -0.3 | -3% | 12 | 4%
O=C(Cc1cc(=O)[nH][nH]1)N/N=C/c1cccc(Cl)c1Cl | -4%&9% | -15%&-8% | 0.3&-0.7 | -11%&-3% | -4&6 | -0.1&0.1 | -5%&0% | -2&-9 | 10%&1%
O=S(=O)(c1ccc2c(c1)OCCO2)N1CCN(S(=O)(=O)c2ccccn2)CC1 | 12%[57.1 µM] | . | -2.9 | 12%[57.1 µM] | 1 | . | 11%&-7% | . | .
CCNc1nc(Oc2ccc(F)cc2)cc(C(F)(F)F)n1 | 0%[57.1 µM] | -24% | -1.0 | 13% | -14 | 0.5 | -2% | 1 | -8%
C=CCn1c(O)c(N=Nc2nc3ccccc3c(=O)n2-c2ccccc2)c2ccccc21 | -3% | -18% | 0.5 | -9% | 0 | 0.8 | ? | 11 | 10%
Cc1cc2n(n1)CCCN2C(=O)Nc1ccc(F)c(Cl)c1 | 1% | -15% | -0.4 | 7% | 7 | -0.7 | -2% | . | -2%

compound | TrxR1 substrate | USP1-UAF1 inh | TRHR agonist | TrxR1 inh | TRHR PAM | D2 ag | Pin1 inh | D2 antag | mIDH1 inhibitor
C=CC(=O)Nc1ccc(N(C)c2ccnc(Nc3ccc(N4CCN(C)CC4)cc3)n2)cc1 | -2%[57.1 µM] | -20% | . | -18% | . | . | ? | . | 19%
CCOc1[nH]n(-c2ccccc2)c(=O)c1C=Nc1ccc(C)cc1 | -4% | -18% | -0.3 | -7% | -1 | -0.7 | -7% | 4 | 15%
Cc1c(NC(=O)CN2C(=O)c3ccccc3C2=O)c(=O)n(-c2ccccc2)n1C | 12% | -15% | -0.8 | 21% | 12 | -0.7 | -4% | 4 | 5%
CCN(CC)S(=O)(=O)c1ccc2[nH]cc(C(=O)NCCc3ccc(OC)c(OC)c3)c(=O)c2c1 | 0% | -23% | 0.1 | 16% | 12 | 0.1 | 2% | 6 | 7%
CCOc1ccc(/C=C/C(=O)OCC(=O)NCCc2ccc(OCC)c(OCC)c2)cc1OC | 17% | -17% | 0.4 | 0% | -2 | -1.0 | 3% | 9 | 2%
CCn1c(CC2C(=O)N(C)c3ccccc32)nc2ccccc2c1=O (stereo not given) | -2% | -20% | 0.7 | 4% | 4 | 1.3 | -8% | . | .
Cc1ccc(-c2cc(C(=O)Nc3ccc(S(=O)(=O)Nc4nccs4)cc3)c3ccccc3n2)c(C)c1 | -15% | -26% | 1.2 | -16% | 3 | . | 39%[activator] | -5 | 1%
CCN1CCN(c2ncnc3c2nnn3Cc2ccccc2)CC1 | -5% | -5% | -0.2 | -6% | -1 | 1.0 | 1% | -8 | 1%
CCOC(=O)c1ccc(NC(=O)COc2ccc(S(=O)(=O)NC(C)CC)cc2)cc1 (stereo not given) | -2% | -19% | -0.1 | 5% | 4 | 0.2 | 3% | -5 | -10%
CNc1nc(SCc2ccc(C)cc2)nc2c1CCCC2 | -6% | -26% | 0.0 | 2% | -6 | 0.3 | 6% | 3 | 12%
CCOC(=O)c1c(NC(=O)CC)sc(C(=O)N2CCCCC2)c1C | 1%[57.1 µM] | -6% | -0.2 | -2%[57.1 µM] | -1 | 0.2 | ? | -2 | 1%
COc1ccccc1NC(=O)C(C)OC(=O)Cn1cnc2c1c(=O)n(C)c(=O)n2C (stereo not given) | 8% | 0% | 1.2 | 18% | 0 | 2.4 | -1% | 0 | 0%
CCCCC1=NN(C(=O)c2cccnc2)C(O)(C(F)(F)F)C1 (stereo not given) | 13%[57.1 µM] | 12% | -0.7 | 6%[57.1 µM] | 3 | -0.1 | -13% | 9 | 3%
CC(=O)Nc1ccc(-c2cc(C(=O)O)c3ccc(C)cc3n2)cc1 | 153%[activator] | -21% | 0.0 | 25% | 2 | 0.9 | 2% | 2 | 0%
C[C@H](CO)N1C[C@H](C)[C@@H](CN(C)C(=O)Nc2ccc3c(c2)OCO3)Oc2c(NC(=O)Nc3ccc(C(F)(F)F)cc3)cccc2C1=O | -9%[57.1 µM] | ? | . | -12%[57.1 µM] | . | . | ? | . | -13%
COc1ccc(N2CC(C(=O)Nc3nnc(SCC(=O)NCc4ccco4)s3)CC2=O)cc1 (stereo not given) | 6% | -11% | 0.0 | ? | 8 | 0.2 | ? | 5 | 17%
CCCN(Cc1ccccc1)C(=S)NC(=O)c1ccccc1[N+](=O)[O-] | 4%[57.1 µM] | -20% | -0.2 | 9%[57.1 µM] | 6 | -0.1 | -2% | 5 | 6%
CCOCCCn1c(=N)c(C(=O)NC2CCCC2)cc2c(=O)n3cccc(C)c3nc21 | 830%[activator] | -17% | -0.8 | 208%[activator] | -5 | -0.3 | -7% | . | 6%
CC1=NN(CCc2ccccn2)C(=O)CC1 | 7%[57.1 µM] | -12% | . | -3%[57.1 µM] | . | . | -14% | . | 3%
CC(C)CN(C(=O)CSc1ccc2c(c1)OCCO2)c1c(N)n(CC(C)C)c(=O)[nH]c1=O | -1% | -2% | 0.2 | 8% | 1 | 0.3 | 6% | -16 | 0%
COc1ccc(C)cc1NC(=O)NCc1ccccc1F | 8% | -7% | -0.1 | 21%[57.1 µM] | -1 | -0.1 | -2% | 10 | 3%
CC(C)COc1ccc(C(=O)Nc2scc(-c3ccc(Br)cc3)c2C(=O)OC(C)C)cc1 | 5% | -9% | 0.0 | 13% | 31* | 0.6 | 1% | . | -1%
Cc1cccc(Cn2c(=O)c3c(nc4n3CCCN4Cc3ccccc3)n(C)c2=O)c1 | -2% | -17% | -0.9 | 11% | 5 | 0.2 | 1% | 6 | 1%

In another format: two of the compounds above
> C=CC(=O)Nc1ccc(N(C)c2ccnc(Nc3ccc(N4CCN(C)CC4)cc3)n2)cc1
  TrxR1 substrate: -2%[57.1 µM]
  USP1-UAF1 inh: -20%
  TRHR agonist: .
  TrxR1 inh: -18%
  TRHR PAM: .
  D2 ag: .
  Pin1 inh: ?
  D2 antag: .
  mIDH1 inhibitor: 19%

> CCOc1[nH]n(-c2ccccc2)c(=O)c1C=Nc1ccc(C)cc1
  TrxR1 substrate: -4%
  USP1-UAF1 inh: -18%
  TRHR agonist: -0.3
  TrxR1 inh: -7%
  TRHR PAM: -1
  D2 ag: -0.7
  Pin1 inh: -7%
  D2 antag: 4
  mIDH1 inhibitor: 15%

High-throughput results as filed in PubChem.
